Screening results: PubChem BioAssay, several laboratories
Lmaj promast: inhibitors of Leishmania major promastigote growth | Leishmania major promastigotes, resazurin fluorescence viability | inhibition, % at 10 µM | actives 9% (n = 200,000) | AID 1063; in the data active = inhibition above about 50%;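 note: promastigotes grown with compound for 44 hours at 28 °C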
TNAP inh no acc: blocks human TNAP activity with no phosphate acceptor present; P05186; purified TNAP, CDP-star luminescence, 30 min; inhibition, % at 20 µM; actives 0.26% (n = 200,000); AID 1012;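 active = tissue-nonspecific alkaline phosphatase inhibition above about 50% at 20 µM in the single-dose screen, limit read from the data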;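 note: 0% = DMSO negative control and 100% = EDTA positive control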
TNAP inh hi DEA: inhibitors of human TNAP at high phosphate acceptor concentration. P05186. purified TNAP, CDP-star luminescence, 1 M DEA. inhibition, % at 20 µM. actives 0.03% (n = 200,000);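 active = over 50% inhibition of tissue-nonspecific alkaline phosphatase at 20 µM in the single-dose screen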;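 note: plate controls were DMSO wells for no effect and EDTA-quenched wells as full inhibition for full effect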
FLuc inh counter: Photinus pyralis luciferase inhibition counter-screen; P08659; ATPLite firefly luciferase biochemical luminescence, 10 min; inhibition, % at 10 µM; actives 1.5% (n = 200,000);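 active = inhibition above about 50% when tested at 10 µM, limit read from the data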
Target sequence (P08659 whole entry, looked up): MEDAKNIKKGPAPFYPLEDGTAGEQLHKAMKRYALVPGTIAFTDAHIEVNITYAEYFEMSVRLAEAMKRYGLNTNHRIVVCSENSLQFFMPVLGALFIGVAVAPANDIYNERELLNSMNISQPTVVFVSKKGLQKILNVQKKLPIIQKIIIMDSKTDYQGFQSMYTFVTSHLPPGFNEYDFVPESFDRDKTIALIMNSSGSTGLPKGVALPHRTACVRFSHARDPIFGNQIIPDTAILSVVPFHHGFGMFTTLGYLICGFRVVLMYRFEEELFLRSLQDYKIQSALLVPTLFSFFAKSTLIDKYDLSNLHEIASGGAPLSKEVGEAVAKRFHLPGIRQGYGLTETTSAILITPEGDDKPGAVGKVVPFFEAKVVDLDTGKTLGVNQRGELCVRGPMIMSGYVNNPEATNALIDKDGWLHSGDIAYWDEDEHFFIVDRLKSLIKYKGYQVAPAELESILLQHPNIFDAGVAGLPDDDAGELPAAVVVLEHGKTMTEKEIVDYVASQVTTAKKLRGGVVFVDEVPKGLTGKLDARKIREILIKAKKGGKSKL
APP 5UTR inh: APP translation inhibition; SH-SY5Y APP 5'UTR-luciferase reporter, luminescence; inhibition, % at 2 µM; actives 0.82% (n = 190,000); AID 1285;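 active = inhibition above a set limit, derived from the sample mean plus 3 SD, cut at about 45% in these data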; note: values of inactives mirror those of a sister screen read the other way
bIAP inhibitor: blocks bovine intestinal alkaline phosphatase activity; purified bovine IAP, CDP-star luminescence, 30 min; inhibition, % at 20 µM; 190,000 tested, under 10 active; AID 1019;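 active = over 50% inhibition of intestinal alkaline phosphatase at 20 µM in the single-dose screen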
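System: purified bovine intestinal alkaline phosphatase (IAP) enzyme; Input: IAP diluted 1/65,000,000 in the well; Measured by: CDP-star luminescence signal; Compound dosing: 20 µM single dose; Incubation: 30 min reaction at room temperature.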
TNAP act hiacc: activators of human TNAP at high phosphate acceptor concentration. P05186. purified TNAP, CDP-star luminescence, 1 M DEA, 30 min; active compounds read high; 0 = EDTA background, 1 = DMSO-only activity. activation factor at 20 µM. 200,000 tested, under 10 active;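 active = activation factor at least 2 at 20 µM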
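Measured by: Luminescent substrate turnover signal | Test system: Human TNAP | Input: TNAP 1/800 final | Dosing: 20 µM single point | Schedule: 30 min, room temperature | Controls: EDTA wells as negative control, DMSO wells as positive control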
RAM network inh: yeast RAM network inhibition | inhibition, % at 50 µM | actives 1.8% (n = 190,000) | S. cerevisiae dse1pr::URA3 reporter, 5-FOA growth OD615, 2 d; analog-sensitive cbk1-as2 kinase mutant strain;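 active = inhibition above a set limit, 3 SD over mean compound inhibition, cut at about 8.4% in these data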;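 note: 0% = DMSO-only wells with no growth and 100% = 10 µM 1-NA-PP1 full growth; inhibition rescues growth on 5-FOA so higher OD means more RAM inhibition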
bIAP activator: intestinal alkaline phosphatase (bovine) activation | purified bovine IAP, CDP-star luminescence, 30 min; active compounds read high; fold of DMSO-control signal, blank-subtracted | activation factor at 20 µM | actives 0.17% (n = 200,000) | AID 1016;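 active = activation factor of 2 or more at 20 µM, a signal rise over negative controls twice the positive control's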
FLuc stim CS: affects firefly luciferase, flagging false hits in luciferase stimulation screens. P08659. ATPlite luciferase biochemical, luminescence, 10 min; 0 = ATP-free wells, 1 = DMSO control. activation factor at 10 µM. 200,000 tested, under 10 active. AID 1027;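 active = luciferase activation factor, scaled between plate controls, of at least 2 with compound at 10 µM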
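Material: Luciferase/luciferin reagent mix | Doses: Test compounds dosed from 2 mM stocks in 100% DMSO | Timing: 10 min incubation after luciferase reagent addition, room temperature | Measured by: Luminescence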
The depositor's hits bear a star; . = no result given.

Sequence of screens: Lmaj promast, TNAP inh no acc, TNAP inh hi DEA, FLuc inh counter, APP 5UTR inh, bIAP inhibitor, TNAP act hiacc, RAM network inh, bIAP activator, FLuc stim CS
O=C(O)CCCN1C(=O)C2C3CC(C2C1=O)C1C(c2ccccc2)c2sc(=O)[nH]c2SC31 (stereo not given)
 : -2, -2, 2, -2, 0, -5, 1, -0.5, 1, 1
CCOC(=O)c1cc(C(=O)NN)c(C)nc1C
 : 6, -2, 3, -2, 0, -2, 1, 0.3, 1, 1
Cc1ccc(N=C2SC(C(=O)Nc3ccc(OC(F)(F)F)cc3)C(N)=C2C(=O)Nc2c(C)cc(C)cc2C)cc1 (stereo not given)
 : -1, -7, -3, -3, -16, ., 1, 6.8, 0.2, 1
CC(C)c1ccc(/C=N/N2CCCCC2)cc1
 : -4, -3, 1, 66*, -102, -10, 1, 0.4, 1.1, 0.3
CC1=CC(C)[C@H](/C=N/n2c(=O)[nH]c3c([nH]c4ccc(Br)cc43)c2=O)C(C)C1 (stereo not given in full)
 : 14, -10, -3, -8, 2, ., 1, 3.0, 0.3, 1.1
NC1=NC(c2cccc(O)c2)n2c(nc3ccccc32)N1 (stereo not given)
 : -5, -9, -3, -1, 12, -8, 1, -0.2, 1.1, 1
COc1cc2c(cc1NC(=S)Nc1cccc(C(F)(F)F)c1)oc1ccccc12
 : 7, -1, 1, -6, 6, 36, 1, 1.4, 0.6, 1.1
O=C1CCc2cc(S(=O)(=O)NC(C(=O)N3CCN(c4ccccn4)CC3)c3ccccc3)ccc2N1 (stereo not given)
 : 0, -4, -1, -7, 14, -10, 1, 2.4, 1.1, 1.1
CC(CN(C)Cc1nc(Cc2cccc(C(F)(F)F)c2)no1)CN1CCCC1 (stereo not given)
 : 3, -4, -4, -6, 3, -2, 1, 0.2, 1, 1.1
CC(=O)C1=C(C)NC(SCC(=O)Nc2nccs2)=C(C#N)C1c1ccccc1Cl (stereo not given)
 : 12, -27, 0, -7, ., -6, 1, 1.8, 1.1, 1.1
Cc1cc(=O)c2cc(Cl)ccc2[nH]1
 : 1, 1, -5, -2, -7, -2, 1.1, 0.4, 1, 1
Cc1noc2ncnc(Sc3c(Cl)cccc3Cl)c12
 : 35, 0, -4, -6, 14, 2, 1, 1.7, 1, 1.1
CCN1CCN(c2ccc(NC(=O)CCc3c(C)nc4c(-c5ccccc5)c(C)nn4c3C)cc2)CC1
 : 100*, -20, -6, -7, -13, 2, 1.1, 0.1, 1, 1.1
O=S(=O)(N/N=C/c1cccc(OC2CSC2)c1)c1ccccc1
 : 41, -2, 0, -4, -19, 6, 1, 2.1, 0.9, 1
C=CCN1/C(=C(\C#N)C2=NS(=O)(=O)c3ccccc32)N(C)c2ccccc21
 : -1, -10, -7, 0, 1, -10, 1.1, 0.9, 1.1, 1

Reprinted from the part before: 3 compounds, followed by the next part.
Sequence of screens: Lmaj promast, TNAP inh no acc, TNAP inh hi DEA, FLuc inh counter, APP 5UTR inh, bIAP inhibitor, TNAP act hiacc, RAM network inh, bIAP activator, FLuc stim CS
CCN1CCN(c2ccc(NC(=O)CCc3c(C)nc4c(-c5ccccc5)c(C)nn4c3C)cc2)CC1
 : 100*, -20, -6, -7, -13, 2, 1.1, 0.1, 1, 1.1
O=S(=O)(N/N=C/c1cccc(OC2CSC2)c1)c1ccccc1
 : 41, -2, 0, -4, -19, 6, 1, 2.1, 0.9, 1
C=CCN1/C(=C(\C#N)C2=NS(=O)(=O)c3ccccc32)N(C)c2ccccc21
 : -1, -10, -7, 0, 1, -10, 1.1, 0.9, 1.1, 1
O=C(CC12CC3CC(CC(C3)C1)C2)NC(=S)N1CCCCC1
 : -3, -7, 0, -7, -8, -14, 1, 3.0, 1.1, 1.1
Cc1cc(C)c(S(=O)(=O)c2ccccc2C)c(SCC(C)C)n1
 : 92*, -11, 0, -4, 7, ., 1, 7.9, 0.5, 1
C/C(=N/Oc1nc(C)cc(C)n1)c1ccccc1
 : -5, -1, 2, 3, -2, -2, 1, 0.4, 1, 1
O=C1C2N=NN(CC(=O)N3N=C(c4ccccc4)CC3c3ccc([N+](=O)[O-])cc3)C2C(=O)N1c1ccccc1 (stereo not given)
 : 1, -10, -1, -6, -6, -31, 1, 4.0, 1.3, 1.1
CCOC(=O)C1CCN(C(=O)Nc2cccc(Cl)c2)CC1
 : 0, -6, 1, -1, -14, 19, 1, 0.9, 0.8, 1
FC(F)(F)c1nnc(-c2ccccc2)nc1N1CCCC1
 : 2, -5, 0, -5, 11, 3, 1, 3.5, 1, 1.1
CCn1c(=S)[nH]c2sc3c(c2c1=O)CCCCC3
 : -5, -15, -4, -2, 7, 11, 1, 5.0, 0.9, 1
COc1ccc(Nc2n[nH]c(C)c2[N+](=O)[O-])cc1
 : 4, 9, 13, 9, -35, 5, 0.9, 2.4, 0.9, 0.9
CC(=O)Nc1ccc(C(=O)n2cnc3cc(C)c(C)cc32)cc1
 : -4, -4, -4, -7, 13, 3, 1, 3.1, 1, 1.1
Cc1cc(=O)[nH]c(N=N/C(=N/Nc2ccccc2C)c2ccccc2)n1
 : 98*, 28, 38, 10, 4, 32, 0.6, 7.7, 0.7, 0.9
O=C(C1CCCN(S(=O)(=O)c2ccccc2)C1)N1CCN(c2ncccn2)CC1 (stereo not given)
 : -5, -10, -7, -5, 10, 8, 1.1, 0.1, 0.9, 1
CN1CCc2c(sc3c2c(=O)n(-c2ccccc2)c2nnc(SCc4ccccc4)n32)C1
 : 11, -8, -2, -7, 1, -7, 1, 2.0, 1.1, 1.1
C#CCN1C(=O)C(O)(CC(=O)c2cccc(OC)c2)c2ccccc21 (stereo not given)
 : -4, -6, -6, 0, -4, 5, 1.1, -1.1, 0.9, 1
CCOC(=O)c1cc(NC(=O)c2cccs2)ccc1N1CCOCC1
 : 3, -7, -6, -6, -17, -4, 1.1, -0.1, 1, 1.1
Fc1ccc(CN2CCN(c3ncccn3)CC2)cc1
 : 1, -8, -1, -2, 7, 1, 1, 2.0, 1, 1
COc1ccc(S(=O)(=O)N2CCCN(S(=O)(=O)c3ccc(OC)cc3C)CC2)c(C)c1
 : -3, 0, -1, -6, 5, 9, 1, 3.5, 0.9, 1.1
CC1(C)CC(=O)C(=CN2CCOCC2)C(=O)C1
 : -11, -12, -3, -2, -17, -2, 1, -1.6, 1, 1
CN(C)Cc1nc2ccccc2c(=O)n1CC(=O)Nc1cccc(S(=O)(=O)N2CCOCC2)c1
 : 0, 0, -4, -2, 2, -14, 1, 3.2, 1.1, 1
c1ccc(-c2cn3c4c(sc3n2)CCCC4)cc1
 : 3, -8, -2, 95*, -88, 22, 1, 2.1, 0.8, 0.1
CC(C)(CO)C(O)C(=O)NCCC#N (stereo not given)
 : -4, -8, -5, -6, 5, -5, 1.1, 1.5, 1.1, 1.1
Cc1ccc(S(=O)(=O)Nc2nc3ccccc3nc2NCc2ccco2)cc1C
 : -8, -8, -2, -3, 0, -4, 1, 4.7, 1, 1
CC(=O)Nc1ccc(/C=N/NC(=O)c2cc3ccccc3nc2C)cc1
 : -1, -5, -5, 10, -5, -12, 1.1, 2.5, 1.1, 0.9
O=C1Nc2c(c(=O)[nH]c(=O)n2Cc2ccccc2)C1(NS(=O)(=O)c1ccccc1)C(F)(F)F (stereo not given)
 : -5, -10, -8, -8, -11, 6, 1.1, 1.4, 0.9, 1.1
Cc1cc(C)n(S(=O)(=O)c2cccc(Cl)c2Cl)n1
 : 9, 6, -4, -4, -12, 4, 1, ., 1, 1
COC(=O)C(CC(C)C)NC(=O)c1ccc([N+](=O)[O-])c(C)c1 (stereo not given)
 : 0, -9, -4, -3, -6, 3, 1, 0.3, 1, 1
CC1CCCN(c2ccc(C(=O)NCc3ccccc3)cn2)C1 (stereo not given)
 : 7, -6, 0, 4, 11, 1, 1, 1.5, 1, 1
COc1cc(CO)cc(Br)c1OCC(=O)O
 : -8, -18, -7, -6, -22, 6, 1.1, 3.2, 0.9, 1.1
CC1=C(C(=O)Nc2ccccc2C)C(c2ccc(C)o2)C2=C(CCCC2=O)N1 (stereo not given)
 : 21, -12, -5, -2, -18, 0, 1, -1.1, 1, 1
CCN1CCN(C(=O)CCc2nc3ccccc3n2-c2ccccc2)CC1
 : 58*, -10, -6, -6, 5, -13, 1.1, 0.8, 1.1, 1.1
CN(C)CCN(C(=O)c1ccc(Br)s1)c1nc2cc3c(cc2s1)OCCO3
 : 0, 1, -3, -1, -22, -7, 1, 1.1, 1.1, 1
O=C(O)c1cc(Cl)ccc1-c1ccc(/C=C/c2cc(C(F)(F)F)[nH]c(=O)n2)o1
 : -5, 0, 4, 3, -12, 8, 1, 2.5, 0.9, 1
S=c1[nH]nc(-c2ccc3ccccc3n2)n1-c1ccc(Cl)cc1
 : 8, -7, 5, -6, -8, -20, 1, 4.7, 1.2, 1.1
CCC(=O)N1CC2(C)CN(C(=O)CC)CC(C)(C1)C2
 : -8, -12, -8, -2, -25, 8, 1.1, -0.4, 0.9, 1
COc1ccc(C(=O)CSc2nncn2C)cc1
 : -5, -5, 0, -6, -2, 11, 1, 1.2, 0.9, 1.1
O=C(CCc1ccccc1)Nc1ccccc1[N+](=O)[O-]
 : -5, -8, 4, 4, -27, 9, 1, 2.0, 0.9, 1
Cc1ccsc1/C=N/NC(=O)Cn1cnc2ccccc21
 : 36, -6, -3, -5, 9, 6, 1, -0.9, 0.9, 1.1
Cn1c(NCc2ccco2)nc2c1c(=O)n(Cc1ccc(Br)cc1)c(=O)n2C
 : 2, -12, -4, -7, -1, 4, 1, 4.8, 1, 1.1
COc1ccc(C(=O)Nc2nc(C)c3cc4c(cc3n2)OCO4)cc1
 : -4, -4, 2, 3, 8, 13, 1, 2.9, 0.9, 1
CC1CCN(C2=C(NS(=O)(=O)c3ccc(Cl)cc3)C(=O)c3ccccc3C2=O)CC1
 : 38, 12, -1, 0, -11, 3, 1, 5.2, 1, 1
CC(C(=O)N1CCc2ccccc21)N1CCc2ccccc2C1 (stereo not given)
 : 16, -1, 5, 1, -11, -10, 1, 1.3, 1.1, 1
